E-selectin induc: induces E-selectin expression in human endothelial cells; P16581; HUVEC E-selectin immunofluorescence imaging; normalized: neutral wells 0, TNF-alpha wells 100; activation, % at 7.58 µM; 260,000 compounds, 0.37% hits; AID 686992;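 active = mean E-selectin-positive cell signal at least 10% of the positive control, reached in at least 60% of replicates, without over 20% cell loss; inconclusive = no rule given, readout overlaps actives, possibly toxicity-flagged; inactive = the rest, including those meeting only one limit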;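 note: in these data hits start at about 27%; measured in HUVEC primary endothelial cells; signal is the percent of cells scored E-selectin positive by PE staining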
Target sequence (P16581 whole entry, looked up): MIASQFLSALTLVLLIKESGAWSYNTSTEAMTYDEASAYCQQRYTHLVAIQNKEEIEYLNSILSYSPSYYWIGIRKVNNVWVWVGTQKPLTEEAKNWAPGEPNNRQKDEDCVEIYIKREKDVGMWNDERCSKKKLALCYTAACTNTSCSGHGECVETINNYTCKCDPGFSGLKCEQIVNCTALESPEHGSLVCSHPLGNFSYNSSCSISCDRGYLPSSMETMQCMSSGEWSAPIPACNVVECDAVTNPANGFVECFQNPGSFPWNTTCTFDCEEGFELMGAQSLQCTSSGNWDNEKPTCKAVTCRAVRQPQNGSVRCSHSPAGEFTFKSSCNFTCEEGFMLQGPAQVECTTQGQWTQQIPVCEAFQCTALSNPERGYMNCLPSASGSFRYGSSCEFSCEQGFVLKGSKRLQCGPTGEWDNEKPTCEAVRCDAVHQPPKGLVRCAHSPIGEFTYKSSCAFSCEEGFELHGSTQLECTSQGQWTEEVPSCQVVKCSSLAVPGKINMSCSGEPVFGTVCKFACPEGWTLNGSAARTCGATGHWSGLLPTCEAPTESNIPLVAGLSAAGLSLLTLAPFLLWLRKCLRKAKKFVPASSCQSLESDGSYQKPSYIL
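System: HUVEC / Compound: single concentration / Signal: immunofluorescence imaging / Read-out: percent E-selectin-positive cells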
ERp5 block: ERp5 (human) disulfide isomerase inhibition; AID 651711; Q15084; ERp5 insulin aggregation, absorbance 650 nm, 90 min; inhibition, % at 9.99 µM; 350,000 compounds, 0.05% hits;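 active = mean replicate inhibition above about 25%, with every replicate also reaching it, limit read from the data, passing the limit was not always enough; inconclusive = only one of those two criteria met; inactive = neither criterion met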
S100A4 inh HTS: blocks human S100A4 binding to myosin IIA peptide; P26447; S100A4/TAMRA-MyoIIA peptide fluorescence polarization; inhibition, % at 10.7 µM; 360,000 compounds, 0.14% hits; AID 652163;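 active = mean inhibition of at least 70% across replicates, with every replicate also reaching that level; inconclusive = mean inhibition reaches 70% but some replicates fall short; inactive = mean inhibition below 70%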
Target sequence (P26447 whole entry, looked up): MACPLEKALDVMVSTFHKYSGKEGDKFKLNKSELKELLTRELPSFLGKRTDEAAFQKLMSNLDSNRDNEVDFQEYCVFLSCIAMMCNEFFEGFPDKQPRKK
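Compound dosing: one dose per compound; test system: human S100A4 monomer with TAMRA-labelled myosin IIA peptide; probe or stimulus: TAMRA-labelled myosin IIA heavy-chain peptide probe, 5 nM; medium: HEPES buffer with Ca2+, pH 7.2; schedule: 5 min incubation before reading; benchmarks: neutral control DMSO, positive control TFP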
DENV2 CPE rescue: protects cells from dengue virus 2 cytopathic effect. DENV2-infected cells, cytopathic effect rescue, plate reader. 350,000 compounds, 1.7% hits. CPE inhibition, % at 9.99 µM; in the data active = CPE inhibition above about 20%, passing the limit was not always enough; inconclusive = no clear call, values can overlap the other calls; tested in BHK-21 cells;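 note: 0% = median of neutral control wells and 100% = median of positive control wells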
Statin myotox sup: suppression of simvastatin myotoxicity; 330,000 compounds, 0.78% hits; C2C12 myotubes + simvastatin, ATP luminescence, 48 h; scaled: DMSO 0, geranylgeraniol control 100; rescue of ATP level, % at 7.49 µM; AID 602340;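 active = mean ATP rescue above about 67%, or every replicate alone reaching that limit, limit read from the data, passing the limit was not always enough; inconclusive = no clear call, values can overlap the other calls; inactive = mean under the limit and some replicate under it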;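 note: myotubes were challenged with 10 µM simvastatin during compound exposure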
PglD DTNB: PglD (C. jejuni) enzyme inhibition; inhibition, % at 12.5 µM; 360,000 compounds, 0.098% hits; AID 602405; purified PglD enzyme, DTNB colorimetric CoA detection; in the data active = inhibition above about 16%, passing the limit was not always enough; inconclusive = no clear call, values can overlap the other calls; note: strong numbers were not always called active
SIRT5 inh: sirtuin-5 (human) deacylase inhibition; Q9NXA8; Purified SirT5, succinyl-peptide AMC, trypsin-coupled fluorescence; inhibition, % at 15 µM; 330,000 compounds, 1.1% hits; in the data active = inhibition above about 15%; inconclusive = no clear call, values can overlap the other calls
Target sequence (Q9NXA8 whole entry, looked up): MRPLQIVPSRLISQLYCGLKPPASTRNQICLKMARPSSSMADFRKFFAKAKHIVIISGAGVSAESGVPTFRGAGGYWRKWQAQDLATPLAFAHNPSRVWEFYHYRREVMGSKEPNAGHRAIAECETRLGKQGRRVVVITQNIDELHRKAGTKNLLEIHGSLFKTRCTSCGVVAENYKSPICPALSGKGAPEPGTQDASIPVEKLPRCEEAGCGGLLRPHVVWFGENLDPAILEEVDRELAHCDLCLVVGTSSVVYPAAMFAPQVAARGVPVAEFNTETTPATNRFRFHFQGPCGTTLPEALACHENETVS
Active calls of the source: *; ? = inconclusive; . = not tested or not shown.

| item | smiles | ERp5 block | PglD DTNB | Statin myotox sup | S100A4 inh HTS | SIRT5 inh | DENV2 CPE rescue | E-selectin induc |
| --- | --- | --- | --- | --- | --- | --- | --- | --- |
| 1 | Cn1c(C(=O)N2CCN(c3ccc(F)cc3)CC2)cc2ccccc21 | 0 | -1 | -4 | -5 | . | -1 | . |
| 2 | OC[C@@H]1[C@@H](c2ccc(-c3cccc(F)c3)cc2)[C@H]2CN(Cc3cncnc3)CCCCN12 | . | 2 | 11 | . | . | . | 0.0 |
| 3 | CC(=C1C(=O)c2ccccc2C1=O)N1CCN(CCN=CC2=C(O)CC(C)(C)CC2=O)CC1 | -3 | . | . | 2 | 0 | -5 | . |
| 4 | CCCN(C)C[C@@H]1Oc2ncc(C#CCOC)cc2C(=O)N([C@@H](C)CO)C[C@@H]1C | -1 | -2 | 2 | -4 | -2 | 0 | 0.0 |
| 5 | CSC(=NC(C)c1ccccc1)NS(=O)(=O)c1cccs1 (centres undefined) | 2 | 12 | -4 | -2 | -2 | -2 | -0.1 |
| 6 | CCc1nn(CC(=O)NC(C)CCc2ccccc2)c(=O)c2cc3occc3n12 (centres undefined) | -4 | -6 | 33 | -2 | -4 | -4 | 1.9 |
| 7 | COc1ccc(Cc2c(-c3ccco3)nc3ccc(Br)cn23)c(C)c1 | 3 | 6 | 26 | -13 | 3 | ? | 2.2 |
| 8 | Cc1ccc2oc(=O)c3cnn(CC(=O)N4CCc5ccccc5C4)c3c2c1 | 7 | 3 | 6 | -1 | 1 | -1 | -0.1 |
| 9 | C[C@@H]1CN([C@@H](C)CO)C(=O)c2cc(NS(=O)(=O)c3ccccc3)ccc2O[C@@H](C)CCCCO[C@@H]1CN(C)S(=O)(=O)c1ccccc1 | -7 | 1 | . | -17 | 17* | -5 | 0.1 |
| 10 | COc1ccc(S(=O)(=O)N(C)C[C@H]2OCCCC[C@H](C)Oc3ccc(NC(=O)Nc4ccc(C(F)(F)F)cc4)cc3C(=O)N([C@@H](C)CO)C[C@@H]2C)cc1 | 12 | 1 | -90 | 3 | 10 | 3 | 0.7 |
| 11 | CCc1cc2c(cc3c(=O)n(CC(=O)NCCCN4CCCCCC4)nc(CC)n32)s1 | 2 | -1 | 6 | 5 | -2 | 2 | . |
| 12 | CCC(=O)c1ccccc1OCCCN1CCC(Cc2ccccc2)CC1 | -2 | 4 | -32 | -4 | 0 | -10 | . |
| 13 | C[C@@H]1CN([C@H](C)CO)C(=O)c2cccc(NC(=O)CCCCCC(=O)Nc3ccccc3N)c2O[C@H]1CN(C)C(=O)Nc1ccccc1 | 0 | . | . | 35 | . | -8 | -0.1 |
| 14 | COCCNc1cc(C)nc2c(-c3ccccc3OC)c(C)nn12 | 6 | 0 | 2 | 2 | -3 | -4 | -0.1 |
| 15 | CC12N=C3SCc4ccccc4CN3[C@H](c3ccccc3O1)[C@H]2CO | -6 | 0 | . | -22 | -1 | 0 | . |
| 16 | COc1ccc(S(=O)(=O)N2CCCCCC2)cc1C(=O)N(C)CC(=O)Nc1ccccc1Br | -2 | -1 | . | 4 | -1 | ? | -0.9 |
| 17 | C/C=C/c1ccc2c(c1)O[C@H](CN(C)C(=O)c1ccccc1)[C@@H](C)CN([C@H](C)CO)S2(=O)=O | 13 | 2 | -14 | 1 | -1 | 2 | 0.1 |
| 18 | CC(C)NC(=O)Nc1cccc2c1O[C@H](CN(C)C(=O)NC1CCCCC1)[C@@H](C)CN([C@@H](C)CO)C2=O | 2 | -1 | -47 | -3 | -1 | . | -9.6 |
| 19 | CCN(CC(=O)Nc1cccc(S(=O)(=O)N(C)c2ccccc2)c1)Cc1cccs1 | -3 | 0 | 0 | -1 | -4 | 1 | . |
| 20 | CCCCOc1ccc(SCCCN2CCOCC2)cc1 | -5 | . | -8 | -1 | 0 | -5 | 0.1 |
| 21 | Clc1ccc(SCc2cn3ccccc3n2)cc1 | 7 | . | . | 3 | 58* | 2 | . |
| 22 | C[C@H](O)C#Cc1ccc2c(c1)O[C@H](CN(C)C(=O)CC1CC1)[C@@H](C)CN([C@H](C)CO)S2(=O)=O | 5 | 0 | 6 | 4 | -2 | 3 | 0.0 |
| 23 | C[C@@H](NC(=O)c1nc[nH]c1C(=O)N[C@@H](Cc1ccccc1)C(=O)OC(C)(C)C)c1ccccc1 | 4 | -5 | 11 | 1 | -1 | -1 | 0.1 |
| 24 | C[C@@H]1CN([C@@H](C)CO)C(=O)c2cc(C3=CCCC3)cnc2O[C@H]1CN(C)C | -6 | 0 | -2 | -4 | -2 | -2 | -0.2 |
| 25 | CN(C)CCn1c2c(c(SCC(=O)Nc3ccc4c(c3)OCCO4)nc1=O)CCC2 | 0 | -2 | -4 | 2 | -1 | 7 | -2.5 |
| 26 | O=C(COC(=O)c1ccco1)c1ccccc1 | -1 | 3 | 4 | 0 | 0 | -3 | . |
| 27 | COc1ccc(NC(=O)CN(C)C(=O)C(C)N2C(=O)c3ccccc3C2=O)cc1 (centres undefined) | 12 | . | . | -2 | 0 | -1 | 0.1 |
| 28 | Cn1cc(C(=O)c2ccccc2C(=O)O)cc1C(=O)C(Cl)(Cl)Cl | -1 | 0 | -13 | -1 | -5 | 1 | -0.1 |
| 29 | CCC1CCCCN1CCCNC(=O)Cn1ncn2nc(-c3ccc(OC)cc3)cc2c1=O (centres undefined) | 7 | 1 | 4 | -14 | 1 | -1 | . |
| 30 | CC(=O)/C=C(\C)Nc1ccccc1O | 1 | 3 | 7 | -7 | -2 | 14 | 0.0 |

Arranged by SMILES length (ascending): part of the list above.
| item | smiles | ERp5 block | PglD DTNB | Statin myotox sup | S100A4 inh HTS | SIRT5 inh | DENV2 CPE rescue | E-selectin induc |
| --- | --- | --- | --- | --- | --- | --- | --- | --- |
| 5 | CSC(=NC(C)c1ccccc1)NS(=O)(=O)c1cccs1 (centres undefined) | 2 | 12 | -4 | -2 | -2 | -2 | -0.1 |
| 8 | Cc1ccc2oc(=O)c3cnn(CC(=O)N4CCc5ccccc5C4)c3c2c1 | 7 | 3 | 6 | -1 | 1 | -1 | -0.1 |
| 25 | CN(C)CCn1c2c(c(SCC(=O)Nc3ccc4c(c3)OCCO4)nc1=O)CCC2 | 0 | -2 | -4 | 2 | -1 | 7 | -2.5 |
| 2 | OC[C@@H]1[C@@H](c2ccc(-c3cccc(F)c3)cc2)[C@H]2CN(Cc3cncnc3)CCCCN12 | . | 2 | 11 | . | . | . | 0.0 |
| 18 | CC(C)NC(=O)Nc1cccc2c1O[C@H](CN(C)C(=O)NC1CCCCC1)[C@@H](C)CN([C@@H](C)CO)C2=O | 2 | -1 | -47 | -3 | -1 | . | -9.6 |
| 9 | C[C@@H]1CN([C@@H](C)CO)C(=O)c2cc(NS(=O)(=O)c3ccccc3)ccc2O[C@@H](C)CCCCO[C@@H]1CN(C)S(=O)(=O)c1ccccc1 | -7 | 1 | . | -17 | 17* | -5 | 0.1 |

5 entries out of the list above, ordered by the value under DENV2 CPE rescue, ascending.
| item | Structure | DENV2 CPE rescue |
| --- | --- | --- |
| 12 | CCC(=O)c1ccccc1OCCCN1CCC(Cc2ccccc2)CC1 | -10 |
| 9 | C[C@@H]1CN([C@@H](C)CO)C(=O)c2cc(NS(=O)(=O)c3ccccc3)ccc2O[C@@H](C)CCCCO[C@@H]1CN(C)S(=O)(=O)c1ccccc1 | -5 |
| 26 | O=C(COC(=O)c1ccco1)c1ccccc1 | -3 |
| 19 | CCN(CC(=O)Nc1cccc(S(=O)(=O)N(C)c2ccccc2)c1)Cc1cccs1 | 1 |
| 10 | COc1ccc(S(=O)(=O)N(C)C[C@H]2OCCCC[C@H](C)Oc3ccc(NC(=O)Nc4ccc(C(F)(F)F)cc4)cc3C(=O)N([C@@H](C)CO)C[C@@H]2C)cc1 | 3 |

The list continues.
| item | smiles | ERp5 block | PglD DTNB | Statin myotox sup | S100A4 inh HTS | SIRT5 inh | DENV2 CPE rescue | E-selectin induc |
| --- | --- | --- | --- | --- | --- | --- | --- | --- |
| 31 | Cc1ccc(-n2nc(C)c(C(=O)N3CCN(C(=O)c4ccco4)CC3)c2-n2cccc2)cc1 | 6 | -2 | -4 | -11 | 1 | -2 | -0.9 |
| 32 | COc1ccc(/C=C/C(=O)O)cc1S(=O)(=O)N1CCc2ccccc2C1 | 1 | . | . | -6 | 6 | 1 | . |
| 33 | CCN1CCN(c2ccc(S(=O)(=O)N3CCCCC3)cc2NC(=O)/C=C/c2cc(OC)ccc2OC)CC1 | -1 | 2 | -5 | 4 | 0 | 8 | -0.4 |
| 34 | CN(CCOc1ccccc1)CC(=O)Nc1ccc(Br)cc1F | -2 | 3 | 2 | 7 | -3 | ? | 0.1 |
| 35 | CCCNC(=O)C[C@@H]1CC[C@H]2[C@H](COc3ccc(NC(=O)c4ccc5c(c4)OCO5)cc3C(=O)N2C)O1 | -2 | -2 | -18 | -9 | 1 | -1 | -0.1 |
| 36 | CCCCC(=O)Nc1ccc(C(=O)NNC(=S)NC(=O)c2ccco2)cc1 | 3 | . | -2 | -5 | -5 | 0 | 1.3 |
| 37 | Cc1ccc(S(=O)(=O)N(CC(=O)N2CCCCCC2)c2ccccc2F)cc1 | 2 | 0 | 33 | 2 | 1 | 5 | -0.1 |
| 38 | O=C(C1CCN(S(=O)(=O)c2ccccc2F)CC1)N1CCCC1 | 3 | -5 | -14 | -1 | -1 | 8 | -0.2 |
| 39 | Nc1nc(F)cc(N2CCCCCC2)n1 | -2 | . | . | 0 | -5 | ? | 0.1 |
| 40 | CCOc1ccc(CN(C)C(=O)Cc2c[nH]c3ccccc23)cc1 | 8 | -1 | 19 | 0 | -3 | 12 | 0.5 |
| 41 | N#C[C@H]1[C@H](c2ccc(-c3ccc(F)cc3)cc2)[C@@H](CO)N1C(=O)Cc1ccccc1 | 2 | 3 | 70* | 2 | 3 | -7 | -0.5 |
| 42 | Cc1nnc(Cl)c2nn(-c3ccccc3)c(C)c12 | 7 | 0 | 0 | -5 | 2 | 7 | . |
| 43 | COc1cccc(-c2ccc([C@H]3[C@H](CO)N4CCCCN(C(=O)c5ccc6c(c5)OCO6)C[C@@H]34)cc2)c1 | 1 | 1 | . | 1 | 2 | 8 | 0.1 |
| 44 | Cc1ccccc1NC(=O)CN(C)S(=O)(=O)c1cccc2cccnc12 | 1 | 0 | -8 | 1 | . | ? | . |
| 45 | Cc1ccc(S(=O)(=O)N(C)C[C@H]2Oc3ccc(NC(=O)CCCCCC(=O)Nc4ccccc4N)cc3CC(=O)N([C@H](C)CO)C[C@@H]2C)cc1 | 1 | 2 | -23 | -6 | -5 | 5 | 0.1 |
| 46 | CCCCN(NC(C)=O)c1nc(Cl)nc(NC(C)C)n1 | 0 | -1 | 0 | -4 | -1 | -1 | . |
| 47 | CC1(C)CC[C@]2(C(=O)O)CC[C@]3(C)C(=CCC4[C@]56CC[C@@](O)(OC5)C(C)(C)C6CC[C@]43C)C2C1 (some centres undefined) | 7 | -1 | -8 | -11 | 0 | -3 | . |
| 48 | C[C@@H]1CN([C@@H](C)CO)C(=O)c2cc(C#CC3CCCC3)cnc2O[C@@H]1CN(C)C(=O)c1ccncc1 | -2 | 2 | -8 | 10 | -1 | 0 | -2.5 |
| 49 | Cc1cccc(N2CCN(C(=O)CCCn3c(=O)c4cccn4c4cccnc43)CC2)c1C | -1 | -4 | -3 | -6 | 2 | 17 | . |
| 50 | CC(C)C#Cc1cnc2c(c1)C(=O)N([C@H](C)CO)C[C@H](C)[C@H](CN(C)C(=O)Cc1ccncc1)O2 | -2 | -2 | -14 | 6 | -10 | -1 | 0.0 |
| 51 | C[C@@H]1CN([C@@H](C)CO)S(=O)(=O)c2ccc(C#CCN(C)C)cc2O[C@H]1CN(C)C(=O)C1CCCCC1 | 4 | -2 | -16 | 2 | 1 | 0 | -0.1 |
| 52 | CCCN1Cc2cccc(C(=O)NC(CC(=O)OCC)c3ccc(OC(C)C)cc3)c2C1=O (centres undefined) | 3 | . | 4 | 2 | 2 | 5 | -0.4 |

Bioassay records deposited in PubChem by Broad Institute.

Some of the compounds tested; count on the stated rates, not on these rows.
